M4 PAM: positive allosteric modulators of human muscarinic M4 receptor; activation, % at 3 µM; CHO-K1 hM4/Gqi5, Fluo-8 calcium fluorescence, ACh EC20; 0% = ACh EC20, 100% = maximal ACh; AID 624126; P08173; 360,000 compounds, 0.4% hits;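 active = activation above its plate's cutoff, the mean activation of sample wells plus 3 SD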; note: some results filed as inactive read as strong as hits
Target sequence (P08173 whole entry, looked up): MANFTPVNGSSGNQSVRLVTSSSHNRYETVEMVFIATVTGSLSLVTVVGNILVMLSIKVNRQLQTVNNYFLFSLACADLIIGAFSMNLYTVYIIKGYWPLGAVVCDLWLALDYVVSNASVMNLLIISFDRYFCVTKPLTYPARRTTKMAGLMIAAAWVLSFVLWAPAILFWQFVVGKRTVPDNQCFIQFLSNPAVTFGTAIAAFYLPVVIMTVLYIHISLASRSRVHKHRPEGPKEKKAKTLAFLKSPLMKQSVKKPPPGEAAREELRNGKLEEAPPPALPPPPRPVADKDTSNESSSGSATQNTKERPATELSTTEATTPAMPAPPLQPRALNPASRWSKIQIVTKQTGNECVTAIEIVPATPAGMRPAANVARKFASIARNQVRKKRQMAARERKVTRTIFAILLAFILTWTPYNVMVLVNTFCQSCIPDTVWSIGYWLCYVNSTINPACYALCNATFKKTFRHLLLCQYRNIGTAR
M4 ag: agonists of human muscarinic M4 receptor (CHRM4); CHO-K1 hM4/Gqi5, Fluo-8 calcium fluorescence; vehicle 0%, full acetylcholine response 100%; activation, % at 3 µM; 360,000 compounds, 0.14% hits; AID 624127;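 active = activation above the run mean over all test wells plus 3 SD, cut at about 32% in these data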;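 note: peak over basal fluorescence ratio per well then scaled between controls; 0% = DMSO wells and 100% = acetylcholine at EC100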
CRFR2-BP ag: CRF-BP/CRF-R2 complex agonism; activation, % at 13.2 µM; HEK293 CRF-R2/CRF-BP, calcium dye fluorescence (FLIPR); percent of saturating CRF peptide response; AID 588473; 350,000 compounds, 0.46% hits;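 active = activation of at least 50%, plus an integration ratio under a set limit after plate pattern correction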;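 note: plate controls were neutral control wells without compound for no effect and CRF at EC100 for full effect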
M5 ag: CHRM5 agonism in calcium assay; CHO-K1 hM5 cells, Fluo-8 calcium fluorescence; 0% DMSO wells, 100% maximal acetylcholine response; 360,000 compounds, 0.19% hits; activation, % at 3 µM; AID 624037; P08912;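 active = activation above the run's mean over test compounds plus 3 SD, cut at about 23% in these data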;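 note: signal is peak over basal fluorescence ratio across the kinetic read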
CHRM5 antagonist: antagonists of human muscarinic M5 receptor (CHRM5); CHO-hM5 cells, Fluo-8 calcium fluorescence, ACh EC80; inhibition, % at 3 µM; AID 624040; P08912; 360,000 compounds, 0.59% hits;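 active = inhibition above a per-plate cutoff, the mean of that plate's test compounds plus 3 SD, cut at about 27% in these data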;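 note: 0% = acetylcholine EC80 with DMSO and 100% = DMSO without agonist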
M1 PAM: potentiates human M1 receptor response to acetylcholine; 360,000 compounds, 0.088% hits; P11229; CHO-K1 hM1, Fluo-8 calcium fluorescence, ACh EC20; 0% = ACh EC20, 100% = maximal ACh; activation, % at 3 µM; in the data active = activation above about 19%, passing the limit was not always enough
Target sequence (P11229 whole entry, looked up): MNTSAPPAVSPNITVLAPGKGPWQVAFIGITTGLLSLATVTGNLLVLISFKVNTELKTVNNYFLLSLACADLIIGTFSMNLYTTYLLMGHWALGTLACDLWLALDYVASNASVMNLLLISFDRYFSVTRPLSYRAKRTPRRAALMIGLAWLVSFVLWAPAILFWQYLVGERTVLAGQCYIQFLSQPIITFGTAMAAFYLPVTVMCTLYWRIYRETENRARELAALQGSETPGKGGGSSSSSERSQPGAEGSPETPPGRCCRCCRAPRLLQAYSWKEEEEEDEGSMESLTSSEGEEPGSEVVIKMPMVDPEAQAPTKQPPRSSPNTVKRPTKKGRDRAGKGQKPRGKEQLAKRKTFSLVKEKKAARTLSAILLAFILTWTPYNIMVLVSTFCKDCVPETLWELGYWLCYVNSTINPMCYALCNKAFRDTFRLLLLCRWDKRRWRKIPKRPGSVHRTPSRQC
M5 PAM: positive allosteric modulators of human muscarinic M5 receptor; CHO-K1 hM5, Fluo-8 calcium, ACh EC20 PAM; 0% = ACh EC20, 100% = ACh EC100; activation, % at 3 µM; 360,000 compounds, 0.3% hits; AID 624038;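 active = activation above the run cutoff, the mean activation of all test compounds plus 3 SD, cut at about 18% in these data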
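Replicates: One well per compound, no replicates | System: Human M5 receptor in CHO-K1 cells | Benchmarks: Low control EC20 acetylcholine (0%), high control EC100 acetylcholine (100%) | Probe or stimulus: Acetylcholine, EC20 level | Times: Fluo-8 loading 80 min at 37 °C plus 30 min room temperature | Signal: Intracellular calcium via Fluo-8 fluorescence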
M4 antag: antagonists of human muscarinic M4 receptor (CHRM4); P08173; CHO-hM4 cells, ACh EC80, Fluo-8 calcium fluorescence; inhibition, % at 3 µM; 360,000 compounds, 0.73% hits; AID 624125;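 active = inhibition above its plate's cutoff, the mean inhibition of sample wells plus 3 SD, cut at about 27% in these data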;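 note: 0% = acetylcholine EC80 with DMSO and 100% = DMSO without agonist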
CHRM1 antagonist: blocks human M1 muscarinic receptor | AID 588852 | inhibition, % at 3 µM | CHO-K1 hM1, Fluo-8 calcium fluorescence, ACh EC80 antagonist | 360,000 compounds, 1.3% hits;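 active = percent inhibition above its own plate's cutoff, namely the mean of that plate's compound wells plus 3 SD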;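 note: peak over basal fluorescence ratio during 140 s after agonist addition; 0% = ACh EC80 plus DMSO and 100% = DMSO alone without agonist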
* marks the source's active call; other numbers are inactive results; nt = no result given.

compound,M4 PAM,M4 ag,CRFR2-BP ag,M5 ag,CHRM5 antagonist,M1 PAM,M5 PAM,M4 antag,CHRM1 antagonist
CCOCCCNC(=O)c1ccc(CS(=O)(=O)Cc2ccccc2F)o1,2,5,-3.0,-1,-3,-1,-11,-7,-1
CC1(c2ccccc2)NC(=O)N(CC(=O)Nc2ccc(N3CCOCC3)cc2N2CCOCC2)C1=O (centres undefined),14,1,6.7,0,-6,11,2,-10,-17
Fc1ccc(NC(=S)Nc2ccc(Br)cc2)cc1,-3,9,2.5,4,7,0,-9,-12,6
COc1ccc(NS(=O)(=O)c2cc(N)ccc2N2CCCCC2)cc1,12,-1,-1.1,-1,-1,16,7,8,-14
CC1(C(=O)Nc2ccc3nc[nH]c3c2)CCN1C(=O)C/C=C/c1ccccc1 (centres undefined),-3,2,nt,0,-7,-2,2,-2,-11
COc1ccc(C(=O)NC2CC2)cc1OC1CCN(Cc2cnn(C)c2)CC1,3,-1,-0.4,-7,17,9,-5,0,-13
O=C(c1ccc(F)cc1)N1CCC(C(=O)N(Cc2ccccc2)c2ccccc2)CC1,2,1,-0.1,-3,0,5,0,7,1
CCc1ccc(N(C(=O)Cc2cccs2)C(C(=O)NC2CCCCC2)c2cn(C)nc2C)cc1 (centres undefined),11,1,14,-1,3,11,-1,6,-13
CCOC(=O)CNC(=O)CSc1ccc2nnc(-c3ccc(F)cc3)n2n1,6,3,-2.3,2,5,8,3,-3,-8
CCOC(O)[C@H]1N[C@@H](c2ccc(Cl)cc2)[C@@H]([N+](=O)[O-])[C@@H]1c1ccccc1 (some centres undefined),-2,-1,-2.5,-6,-1,3,-4,-4,-5
Cc1ccc(Nc2nc(N)nc(CSc3nnnn3-c3ccccc3)n2)cc1,5,-1,0.1,0,3,2,2,-5,8
Fc1ccccc1CSc1nnc(-c2ccccc2)o1,3,-2,-0.2,3,-9,14,1,-1,-9
CCOC(=O)C1(C)CCCN(C(=O)c2cc(C#N)cs2)C1 (centres undefined),4,2,nt,0,-1,5,-1,-15,-10
COC(=O)c1cc(NC2c3ccccc3C(=O)N2Cc2ccco2)cc(C(=O)OC)c1 (centres undefined),3,0,-1.0,3,0,2,2,8,1
CCN(CC)CCCn1c(=S)[nH]c2cc(Cl)ccc2c1=O,18,0,-3.2,-11,2,-1,-4,-9,-5
COC(=O)/C=C/c1ccc2c(c1)S(=O)(=O)N(Cc1ccc(OC)cc1)[C@H]2CC(=O)OC,9,5,2.3,1,5,0,-4,-3,7
COc1cccc(C(=O)Nc2cccc(-c3nc4ncccc4o3)c2C)c1,2,4,-1.2,3,-2,-1,-2,0,6
CCC(C)[C@H](NC(=O)NCc1ccc(Cl)cc1)C(=O)OC (some centres undefined),1,-1,-0.1,-3,4,2,1,5,3
CN(C)c1ccc(N=Nc2ccccc2C(=O)OCC(=O)NCC2CCCCC2)cc1,-2,1,-1.9,-5,5,-4,-7,-5,4
O=C1CCC(C(=O)N(Cc2ccco2)C2(C(=O)NC3CCCC3)CCCCC2)N1 (centres undefined),-3,0,-0.5,0,-6,7,0,-2,-27
Cc1ccc(NC(=O)Nc2ccon2)cc1,4,1,0.2,-5,7,2,2,-9,-11
COc1cccc(C(O)c2ncc(-c3ccccc3)[nH]2)c1 (centres undefined),10,1,nt,0,-3,15,1,-5,-26
C#CCSc1ncc(-c2ccccc2)cn1,-18,-1,1.6,-12,8,-28,-8,12,10
Fc1ccc(C(c2nnnn2Cc2cccs2)N2CCN(c3ccccc3)CC2)cc1 (centres undefined),0,0,-0.6,-3,-4,0,-2,-10,7
Cn1c(=O)c2c(nc(N3CCOCC3)n2CCSc2ncccn2)n(C)c1=O,3,1,-0.9,2,-2,1,0,-16,-6
COc1ccccc1Oc1ccc(NC(=O)c2ccc(Cl)cc2)cc1,-6,17,-1.3,-9,-8,1,-4,8,-4
CC(=NNS(=O)(=O)c1ccc(C)cc1)c1ccccc1,15,-1,0.0,1,-6,3,-1,-10,0
Cc1nc2sc3c(c2c(=O)o1)CC(C)(C)OC3,-1,1,0.8,1,2,1,6,-5,-16
O=C(NCCCn1ccnc1)c1cccc(S(=O)(=O)Nc2ccc(F)cc2)c1,1,0,-2.4,-1,-5,7,4,-2,-7
O=C(NCc1ccc(F)cc1)C1CC(=O)N(C2CCCC2)C1 (centres undefined),10,1,-1.4,0,5,3,4,-1,-6

Limited to M5 PAM, for some of the entries so far:
Molecule,M5 PAM
CCOC(O)[C@H]1N[C@@H](c2ccc(Cl)cc2)[C@@H]([N+](=O)[O-])[C@@H]1c1ccccc1 (some centres undefined),-4
O=C(NCCCn1ccnc1)c1cccc(S(=O)(=O)Nc2ccc(F)cc2)c1,4
COc1ccc(NS(=O)(=O)c2cc(N)ccc2N2CCCCC2)cc1,7

Remaining list, next part.
compound,M4 PAM,M4 ag,CRFR2-BP ag,M5 ag,CHRM5 antagonist,M1 PAM,M5 PAM,M4 antag,CHRM1 antagonist
S=c1nc[nH]c2c1sc1nc(N3CCOCC3)c3c(c12)CCCC3,0,0,-7.0,3,6,5,1,-4,-3
Nc1nc(SCc2ccccc2)c2ncn(CCO)c2n1,4,1,4.6,0,1,9,6,-2,-4
CCCCCCC(=O)O,8,1,0.2,2,1,11,-4,-19,-11
COC(=O)[C@H](C)NC(=O)NC(C)CCc1ccccc1 (some centres undefined),20*,2,5.3,-2,3,6,2,-1,-11
Cc1ccc(Nc2nc(CSc3nnc(-c4cccs4)o3)cs2)cc1,14,1,0.3,-2,-1,0,5,-3,4
O=C(Nc1ccccc1)c1cc([N+](=O)[O-])ccc1NCc1cccnc1,-1,2,-1.4,-3,-1,0,-4,-3,1
O=C(Nc1ccc2c(c1)OCCO2)C1CCN(S(=O)(=O)c2ccc3c(c2)OCCO3)CC1,-4,5,0.9,-3,4,0,-1,0,-6
CCc1cc(C)cc(OCCNC(=O)c2ncn[nH]2)c1,1,1,-1.1,2,0,4,-4,-7,0
Cc1ccccc1C(=O)NNC(=O)C(=O)Nc1cccc(Cl)c1C,-3,1,0.2,2,-2,-2,-1,13,-4
CCN1CCN(C(=O)CN2C(=O)c3cccc4cccc2c34)CC1,-1,1,-1.6,-2,-6,7,-3,-2,-44
COC(=O)C1CCN(C(=O)COC(=O)COc2ccc(C#N)cc2)CC1,-1,0,0.7,1,12,5,-1,0,-5
COCCNC(=O)C1(C)CCN(C(=O)c2ccc3c(c2)C(C)(C)CCC3(C)C)C1 (centres undefined),6,4,nt,1,0,1,-3,-4,-4
CCCNC(=O)CCC(NS(=O)(=O)c1ccc(C)cc1)C(=O)NCCC (centres undefined),10,3,-0.1,2,5,13,-2,9,-33
Cc1nn(-c2ccccc2)c(C)c1NC(=O)COC(=O)c1ccccc1OC(F)F,6,2,1.4,-3,3,9,0,-18,-7
Cc1ccc(S(=O)(=O)NCCC(=O)NCC(c2ccc(F)cc2)N2CCOCC2)cc1 (centres undefined),14,2,-0.1,-3,8,14,7,-20,-14
CCCCOC(=O)c1ccc(NC(=O)c2ccoc2C)cc1,-6,-1,4.9,1,-1,-2,-3,-2,1
CCn1c(COc2ccc(C)cc2)nc2ccccc21,7,-1,-0.1,-4,-9,17,17,-7,-20
Cc1ccc(N2C(=O)N3[C@H](c4ccc(Cl)cc4)[C@@H]4C(=O)N(C5CCCCC5)C(=O)[C@@H]4[C@]3(Cc3ccccc3)C2=O)cc1,2,0,3.7,1,9,11,-1,4,-17
Cc1[nH]nc2c1C1(C(=O)Nc3ccc([N+](=O)[O-])cc31)C(C#N)=C(N)O2 (centres undefined),10,1,-2.5,-2,-3,2,2,11,0
O=c1cc(-c2ccc(O)cc2)oc2c([C@@H]3O[C@H](CO)[C@@H](O)[C@H](O)[C@H]3O)c(O)c([C@@H]3O[C@H](CO)[C@@H](O)[C@H](O)[C@H]3O)c(O)c12,-2,1,-0.5,5,1,3,4,13,-7
COCCNC(=O)c1c[nH]c2ccc(S(=O)(=O)Nc3ccc(F)cc3F)cc2c1=O,-3,0,2.5,-2,6,12,1,8,-9
CCCC#Cc1ccc2c(c1)O[C@H](CN(C)S(=O)(=O)c1cccc(OC)c1)[C@H](C)CN([C@H](C)CO)S2(=O)=O,-1,5,1.4,0,4,-12,3,-8,12
COC(=O)c1c(SCc2cccc3ccccc23)nc(=O)[nH]c1C,8,-1,-0.9,6,-1,4,3,1,-3
COc1cccc(CNC(=O)C2CCC(CNS(=O)(=O)c3cccc4nsnc34)CC2)c1 (centres undefined),-12,4,-0.8,-2,4,-6,-6,10,-5
O=C(O)c1ccc(-c2nn3c(=O)cc(N4CCNCC4)nc3s2)cc1,10,1,nt,2,3,10,2,-3,-19
CC(C)Cc1nnc(NC(=O)CCC(=O)N2CCN(c3ccccc3F)CC2)s1,1,1,0.6,-2,24,-3,-9,-9,2
CCCCCCN1C[C@@H](n2cc(COC(=O)c3ccccc3)nn2)[C@H](O)C[C@@H]1c1ccc(C)cc1,5,1,1.9,2,2,7,1,-2,-16
COc1ccc2c(c1)C(=O)[C@@H](O)[C@H](c1ccc(OC)c(Br)c1)O2,7,11,-2.2,0,-3,-10,-5,-13,4

Assay outcomes as filed in PubChem.
